High-throughput results: PubChem, several laboratories
UGM FP inh: inhibitors of M. tuberculosis UDP-galactopyranose mutase; P9WIQ1; 320,000 compounds, 0.06% hits; purified UGM, fluorescence polarization probe displacement; inhibition, % at 10 µM; AID 504406; in the data active means inhibition above about 10%, passing the limit was not always enough
MazEF act: MazEF (E. coli) toxin RNase activation. P0AE70. FAM/BHQ RNA-DNA oligo cleavage fluorescence, 5 h. activation, % at 20 µM. 350,000 compounds, 0.32% hits; in the data active means activation above about 50%
Target sequence (P0AE70 whole entry, looked up): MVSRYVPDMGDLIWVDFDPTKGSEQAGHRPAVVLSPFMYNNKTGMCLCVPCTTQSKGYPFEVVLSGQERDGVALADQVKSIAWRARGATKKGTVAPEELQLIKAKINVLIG
Rv3671c protease: inhibitors of M. tuberculosis serine protease Rv3671c. P9WHR9. inhibition, % at 5.96 µM. 320,000 compounds, 0.048% hits. AID 2606; in the data active means inhibition above about 38%;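 further: extracellular domain of Rv3671c used as enzyme; 0% = enzyme with DMSO and 100% = no enzyme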
Target sequence (P9WHR9 whole entry, looked up, the tested form may be a part): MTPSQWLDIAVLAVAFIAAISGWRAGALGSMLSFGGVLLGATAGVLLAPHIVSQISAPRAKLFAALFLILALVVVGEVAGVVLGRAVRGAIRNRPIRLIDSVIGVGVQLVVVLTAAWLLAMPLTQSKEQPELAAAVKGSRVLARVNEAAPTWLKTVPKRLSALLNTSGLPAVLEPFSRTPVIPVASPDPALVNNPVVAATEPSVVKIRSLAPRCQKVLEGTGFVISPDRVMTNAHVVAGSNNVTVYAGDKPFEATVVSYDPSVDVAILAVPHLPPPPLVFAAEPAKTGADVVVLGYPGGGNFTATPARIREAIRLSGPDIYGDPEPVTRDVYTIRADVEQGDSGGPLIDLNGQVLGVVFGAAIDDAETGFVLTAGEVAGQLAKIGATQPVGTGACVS
FBA Mtb inh: inhibits M. tuberculosis FBA enzyme; P9WQA3; purified M. tuberculosis FBA, fluorescence read-out; inhibition, % at 1 µM; 360,000 compounds, 2.3% hits; AID 588726; in the data active means inhibition above about 27%;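 further: 0% = vehicle and 100% = reference inhibitor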
Target sequence (P9WQA3 whole entry, looked up): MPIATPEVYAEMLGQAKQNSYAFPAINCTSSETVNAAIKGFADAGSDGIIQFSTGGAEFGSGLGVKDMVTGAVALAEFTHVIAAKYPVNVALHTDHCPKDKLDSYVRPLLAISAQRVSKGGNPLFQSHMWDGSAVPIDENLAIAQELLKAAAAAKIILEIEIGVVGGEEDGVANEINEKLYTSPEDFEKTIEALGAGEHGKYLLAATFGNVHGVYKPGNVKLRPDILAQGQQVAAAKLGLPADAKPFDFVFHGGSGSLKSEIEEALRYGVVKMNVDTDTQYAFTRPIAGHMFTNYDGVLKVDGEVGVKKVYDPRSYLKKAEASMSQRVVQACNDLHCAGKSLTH
FadD28 binding: inhibitors of Mycobacterium tuberculosis FadD28 bisubstrate binding; inhibition, % at 12.5 µM; FadD28 bisubstrate probe binding, fluorescence polarization; 360,000 compounds, 0.22% hits; AID 588549; in the data active means inhibition above about 8.5%, passing the limit was not always enough
BoNT F protease: BoNT F light chain protease inhibition; inhibition, % at 10 µM; 360,000 compounds, 0.22% hits; Multiplex microsphere protease cleavage assay, flow cytometry; in the data active means inhibition above about 35%, passing the limit was not always enough; further: plate controls were buffer without enzyme for full effect and enzyme alone for no effect
PrPC surface inh: cell surface PrPC inhibition, primary TR-FRET screen. P04156. TR-FRET read-out. inhibition, % at 13.8 µM. 370,000 compounds, 0.43% hits. AID 720596; in the data active means inhibition above about 24%; further: 0% = median of the test wells and 100% = reference compound wells
GDH-TPI counter: inhibits GDH-TPI coupling enzymes, artifact for Mtb FBA screen; 360,000 compounds, 1.2% hits; GDH-TPI coupled enzyme counterscreen, NADH absorbance; inhibition, % at 4.8 µM; in the data active means inhibition above about 30%;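 further: 0% = DMSO wells and 100% = wells lacking the enzyme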
BioA inh: BioA (M. tuberculosis) enzyme inhibition. AID 602481. 360,000 compounds, 0.096% hits. purified M. tuberculosis BioA enzyme, plate reader. inhibition, % at 9.99 µM; in the data active means inhibition above about 40%
Starred values were filed as active, the others as inactive; · = no result given.

Molecule	Rv3671c protease	UGM FP inh	MazEF act	PrPC surface inh	BoNT F protease	GDH-TPI counter	FBA Mtb inh	FadD28 binding	BioA inh
Cc1nn(-c2nnc(C)c(=O)[nH]2)c(C)c1SCC(=O)Nc1ccc(F)cc1	0	0.5	2	-3	-2	8	0	-1.5	-0.3
CC(C)c1cccc(-c2csc(C(C)(O)c3ccc(F)c(F)c3)n2)c1 (stereo not given)	·	·	·	-1	4	-4	-3	-4.2	-1.4
CCOC(=O)c1c(C)c(-c2ccccc2)n(CC(=O)NCCCN(CC)CC)c1C	-3	-2.4	-6	-1	2	2	4	1.2	·
CCOc1ccc(CCN2C(=S)N([C@@H](Cc3ccc(O)cc3)CN3CCC[C@@H]3CN3C(=S)NC[C@@H]3CC(C)C)C[C@@H]2Cc2ccccc2)cc1	·	·	·	4	-4	·	3	-2.5	0.9
CC(C)c1ccc(/C=C2\NC(=O)NC2=O)cc1	1	-1.6	2	-5	-15	16	1	0.5	-0.7
COc1ccc(C(=O)Nc2ccccc2C(=O)Nc2cccc(C)n2)cc1	-9	-0.4	-3	11	-10	4	0	-0.1	-3.1
NC(=O)CCCSc1nc2ccccc2[nH]1	-1	-2.6	2	17	-6	-1	-2	-0.8	·
O=C(NC1CCCCC1)Oc1ccccc1	-6	-0.7	2	6	0	8	4	-0.6	·
Cc1ccc(NC(=O)c2cccc(OCc3c(C)noc3C)c2)c(C)c1	-6	-0.4	-7	10	-11	6	-3	-1.2	1.0
Cc1nnc(SCCCN2C(=O)c3ccccc3C2=O)o1	1	-0.5	-11	-3	12	-5	0	-2.7	-1.0
CC1CN(CCc2ccccc2)C(C)C/C1=N/O (stereo not given)	2	0.3	-6	-2	3	-6	2	-2.1	·
Cc1cc(C(=O)N/N=C/c2cccc3ccccc23)c(C)o1	-1	-1.3	16	-4	-2	14	-2	-5.0	-1.2
COc1ccc(-c2csc(NC(=S)NC(=O)/C=C/c3ccc(C(C)C)cc3)n2)cc1OC	-10	-1.9	-2	-3	-1	-11	-3	-5.4	-2.7
CCOc1ccccc1NC(=O)NCc1ccccc1F	5	0.7	-4	-4	-1	6	0	1.0	·
CCOc1ccc(-c2nonc2NC(=O)c2ccco2)cc1OCC	1	0.2	8	8	-8	-1	2	-3.0	-1.0
Cc1cc(OCC(=O)NCCCN2CCOCC2)c2c(C)cc(=O)oc2c1	5	-1.4	6	8	7	5	61*	-3.0	-2.0
COC(=O)C1=CO[C@@H](OC2OC(CO)C(O)C(O)C2O)[C@@H]2C(CO)=CC[C@H]12 (stereo not given in full)	6	-6.1	11	-4	4	-2	-2	0.1	-1.7
Cn1c(=O)oc2cc(S(=O)(=O)N3CCC4(CC3)OCCO4)ccc21	6	5.8	-55	1	3	9	-3	-4.4	0.4
COc1cccc(NC(=O)Cn2c(=O)n(CCC(=O)NC3CCN(Cc4ccccc4)CC3)c(=O)c3ccccc32)c1	-7	2.0	6	11	-12	3	1	-3.7	·
Cn1c(C(=O)c2ccccc2[N+](=O)[O-])nc2ccccc21	2	-0.4	6	-11	-3	16	1	-2.1	·
COc1cccc(/C=N/NC(=O)C(=O)NCc2ccco2)c1O	10	1.1	-2	7	-29	14	2	0.3	0.9
Cc1n[nH]c(=O)nc1NCCN(C)C	2	0.3	3	3	4	2	0	0.6	-2.9
Cc1ccnc(SCC(=O)Nc2cccc(S(=O)(=O)N3CCOCC3)c2)n1	0	0.0	-17	-3	4	8	5	-1.7	0.4
CC(=O)c1cc2c(cc1N/C(=N/S(=O)(=O)c1ccccc1)c1ccc(Cl)cc1)OCO2	6	1.5	-1	7	4	6	1	-1.8	0.3
O=C(CO/N=C1\CCCc2nonc21)Nc1ccccc1Cl	-6	·	7	-7	-8	4	-1	-1.0	4.9
Cn1ccnc1C(=O)Cc1ccc([N+](=O)[O-])cc1	6	0.1	10	-16	·	-2	3	-1.2	-0.9
O=S(=O)(c1ccccc1)N1CCN(C(=S)NCc2ccccc2)CC1	5	1.7	-6	1	0	-1	1	-2.6	0.0
C/C(=N\NC(=O)c1ccccc1C)c1cccnc1	-7	-0.4	4	-5	0	1	4	-1.0	-1.5
Cc1ccc(S(=O)(=O)N(C)Cc2ccc(C(=O)N/N=C/c3ccc(OC(F)F)cc3)cc2)cc1	-4	1.9	-16	-3	-14	12	1	-1.5	-1.6
COc1cccc(Cn2cnc3c(sc4nc(C)cc(C)c43)c2=O)c1	-6	-0.9	12	6	-6	1	2	-5.7	-0.4
Oc1c(C=C2N=c3ccccc3=N2)sc(=S)n1-c1ccc2ccccc2c1	1	2.1	-3	-3	8	15	3	-1.5	-1.9
O=C(N[C@H]1CCC(=O)N([C@H](CSc2ccccc2)Cc2ccccc2)CC1)OCc1ccccc1	-11	-0.8	4	10	3	2	-1	-2.2	0.9

Not a retest: an excerpt of the list.
Molecule	Rv3671c protease	UGM FP inh	MazEF act	PrPC surface inh	BoNT F protease	GDH-TPI counter	FBA Mtb inh	FadD28 binding	BioA inh
Cc1nn(-c2nnc(C)c(=O)[nH]2)c(C)c1SCC(=O)Nc1ccc(F)cc1	0	0.5	2	-3	-2	8	0	-1.5	-0.3
CC(C)c1cccc(-c2csc(C(C)(O)c3ccc(F)c(F)c3)n2)c1 (stereo not given)	·	·	·	-1	4	-4	-3	-4.2	-1.4
CCOC(=O)c1c(C)c(-c2ccccc2)n(CC(=O)NCCCN(CC)CC)c1C	-3	-2.4	-6	-1	2	2	4	1.2	·

Going on with the list.
Molecule	Rv3671c protease	UGM FP inh	MazEF act	PrPC surface inh	BoNT F protease	GDH-TPI counter	FBA Mtb inh	FadD28 binding	BioA inh
Cc1ccc(S(=O)(=O)N2CCC(NC(=O)c3ccccc3)CC2)cc1	7	·	-9	-2	0	-4	3	2.3	·
O=C(/C=C/c1ccccc1[N+](=O)[O-])NCc1cccnc1	-1	4.8	0	-24	2	2	0	-3.3	·
Cc1ccc(S(=O)(=O)N2CCC(C(=O)Nc3nnc(-c4ccco4)s3)CC2)cc1	-2	-0.3	19	0	-4	9	9	-0.4	-1.4
CSc1nsc(SC)c1NC(=O)OC1CCCCC1	-11	-4.0	-6	-1	-3	1	-4	-2.0	-2.4
COc1ccc(C(=O)N2CCN(S(=O)(=O)c3ccc(C)cc3)CC2)cc1S(=O)(=O)N1CCOCC1	-4	-1.8	7	0	-7	4	3	-4.9	2.3
N#C/C(=N\Nc1cccc(F)c1)C(=N)N1CCCCCC1	3	-0.6	4	-1	-6	5	-9	-2.1	·
CCc1nnc(NS(=O)(=O)c2ccc(NC(=O)/C=C/c3ccc(OC)cc3OC)cc2)s1	-64	0.1	3	3	-9	40*	4	-17	4.0
O=[N+]([O-])c1ncn(Cc2ccccc2Cl)n1	-10	1.7	-3	-16	0	-2	-4	-2.0	·
Cc1cnc(C(=O)OC(C)C(=O)c2c(C)[nH]c3ccccc23)cn1 (stereo not given)	-10	-3.2	2	-4	·	4	1	-1.4	1.3
COc1cccc(CNCCO)c1OCc1ccccc1	1	1.5	4	2	-7	2	-1	-2.5	·
CC1=C(C(=O)OCc2ccccc2)C(c2cccc([N+](=O)[O-])c2)NC(=O)N1CCCCCC(=O)O (stereo not given)	-2	2.6	0	-7	-2	10	0	-0.1	2.9
COc1ccc(C2C3=C(CC(C)(C)CC3=O)Oc3ncn(CCO)c(=N)c32)cc1OC (stereo not given)	0	2.3	6	-6	28	6	-1	-0.8	-0.7
Cc1cccc(N=C2NC(=O)/C(=C/c3cccnc3)S2)c1	-4	0.1	-9	1	-5	20	5	-0.1	·
COC(=O)c1ccc2c(=O)[nH]c(COC(=O)c3c(-c4ccccc4Cl)noc3C)nc2c1	-18	-0.6	-1	7	-7	6	4	-11	·
C=CCNC(=O)C1CCN(S(=O)(=O)CC)CC1	-8	1.7	1	-4	-13	-3	3	0.2	-1.8
CCc1ccc(NC(=O)C(C)Sc2nc(-c3ccco3)c(C#N)c(=O)[nH]2)cc1 (stereo not given)	-7	4.7	-10	28*	-1	10	1	-0.3	0.3
COc1cc(C(=O)Nc2cccc(NC(=O)c3ccccc3)c2)cc(OC)c1OC	-31	2.3	12	7	-2	-4	3	-1.3	3.1
CCOc1ccc(NC(=O)COc2ccc3c(c2)CCC3)cc1OC	-7	1.9	-18	-3	-9	-7	2	-0.2	0.5
CN1CCN(C2CN(CCc3ccccc3)S(=O)(=O)C2)CC1 (stereo not given)	·	·	·	-8	4	·	3	-3.7	1.7
CCOC(=O)c1c(-c2ccccc2)csc1NC(=O)c1ccc(N2C(=O)CCC2=O)cc1	0	-0.7	0	1	1	6	2	-1.2	0.5
CCN(CC(=O)NCc1cccs1)S(=O)(=O)c1ccc(F)c(F)c1F	15	-0.8	-1	0	4	-14	-2	-0.1	0.2
CC1=C(C(=O)O)N2C(=O)C(NC(=O)c3ccc(F)cc3)C2SC1 (stereo not given)	-5	7.9	0	6	3	2	3	-0.6	-0.6
CC(C)C1COS(=O)(=O)NC1CC(=O)SC(C)(C)C (stereo not given)	1	-1.2	6	2	2	11	6	0.7	-1.8
O=C(Nc1cccc(Cl)c1)c1csc([C@H]2C[C@H](O)[C@@H](CO)O2)n1	·	·	·	14	2	9	0	-1.7	0.0
CC1(C(=O)NC2CCCCCCC2)CCC(=O)N1CCN1CCOCC1 (stereo not given)	0	1.1	-3	-3	-1	-9	-2	-0.1	-0.3
COc1cc(C(C)=O)ccc1COc1ccc(C(=O)OC(C)C(=O)NC(N)=O)cc1OC (stereo not given)	-2	1.6	-5	8	-3	0	-3	-0.5	-1.3
COc1cc(Cl)ccc1OCc1cc(C(=O)NCCCN2CCCC2=O)no1	1	-2.9	-9	-5	-2	3	-2	-3.2	7.4
COc1cccc2sc(Nc3nc(-c4ccccn4)cs3)nc12	3	-1.1	·	·	-17	23	2	3.5	-2.2
CCOc1ccc(S(=O)(=O)N2CCC(C(=O)N3CCCCCC3)CC2)cc1Cl	2	-1.6	-2	2	-2	-5	2	-4.1	-0.6
CCC1CCCCN1Cc1ccc(OC)c(C)c1 (stereo not given)	-5	2.2	-5	-3	2	-6	-3	-2.1	-1.2
CCC(C)C(Nc1ccc(C(=O)OC)cc1[N+](=O)[O-])C(=O)OC (stereo not given)	-9	1.0	-3	1	2	-1	-4	-1.6	·
CC(C)CNC(=O)c1cccc(NC(=O)COc2ccc([N+](=O)[O-])cc2)c1	4	1.0	-1	-2	-8	7	-1	-3.6	·
CCOC(=O)C1=CCN(S(=O)(=O)c2ccc(C)cc2)C1c1cccc(Br)c1 (stereo not given)	·	·	·	-2	-16	·	-1	-0.5	3.5
